# Source: PubChem BioAssay
# IL1B NFkB inh – inhibitors of IL-1B driven NFkB p65 nuclear import, primary screen, imaging, HUVEC, IL-1B stimulus, high-content imaging. HUVEC IL-1B NFkB p65 nuclear translocation imaging. inhibition, % at 2 µM. actives 0.43% (n = 94,000). AID 796, 2007;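 active = inhibition above about 30% together with a positive call from visual inspection of the well image, limit read from the data; inconclusive = inhibition above a set limit but visual check negative; inactive = inhibition not above a set limit, visual check negative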;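 note: nuclear over cytoplasmic p65 intensity ratio measured by imaging; 0% = IL-1B stimulated DMSO wells and 100% = unstimulated DMSO wells; values of inactives mirror those of a sister screen read the other way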
# Bcl-B TR3 displacers – displacers of TR3 peptide from Bcl-B, primary screen, selectivity assay for Bfl-1 inhibitor project, biochemical, fluorescence polarization. FP displacement of FITC-TR3 peptide from Bcl-B; higher % means a stronger effect. displacement, % at 20 µM; hits with a dose series show IC50 in µM. actives 0.11% (n = 96,000);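 active = displacement above 50% at 20 µM plus a fluorescence interference ratio under 1.5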;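 note: plate controls were wells without compound for no effect and wells lacking Bcl-B protein for full effect; a part of the inactive calls stands beside numbers as strong as those of hits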
# MRP resist rev – reversal of MRP1-mediated doxorubicin resistance, primary screen, H69AR cells, doxorubicin co-treatment | H69AR cells + 2 uM doxorubicin, CellTiter-Glo, 72 h | differential viability (reversal), % at 10 µM | actives 0.04% (n = 85,000) | AID 602, 2007;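 active = viability drop by adding the cancer drug above about 55%, with treated viability meeting a 40% cutoff, limit read from the data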;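 note: viability without doxorubicin minus viability with 2 µM doxorubicin for each compound; larger differential means the compound sensitizes cells more to doxorubicin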
# NFkB transloc pot – enhancers of NFkB p65 translocation in HUVEC – imaging, IL-1B stimulus, high-content imaging, primary screen | actives 0.3% (n = 94,000) | activation, % at 2 µM | HUVEC IL-1B NFkB p65 nuclear translocation imaging;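 active = activation above 40%, about the mean plus 3 SD, also judged a hit on visual image review; inconclusive = activation above 40% but not a hit on visual review; inactive = activation not above 40% and no visual hit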;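 note: percent activation is computed from the nuclear over cytoplasmic p65 intensity ratio; values of inactives mirror those of a sister screen read the other way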
# PLAP inhibition – PLAP enzyme inhibitors, biochemical, luminescence, HTS (AID 690). Alkaline phosphatase, placental type (Homo sapiens). purified PLAP, luminescent substrate; higher % means a stronger effect. inhibition, % at 20 µM; hits with a dose series show IC50 in µM. actives 0.08% (n = 96,000); in the data active = a potency from the dose series; inactive = the rest, 99 in 100 with inhibition below about 30%; note: strong numbers were not always called active
# MRP resist rev cytotoxicity – further read-out of MRP resist rev, marked with its call; viability, %; H69AR cells, CellTiter-Glo, 72 h; measured here: cytotoxicity without doxorubicin
# MRP resist rev with doxorubicin – second read-out of MRP resist rev, no call of its own (marks repeat the call); viability, %; measured here: viability with 2 uM doxorubicin; hits give low values
# IL1B NFkB inh cell count 2 µM – second read-out of IL1B NFkB inh, no call of its own (marks repeat the call); cell count; measured here: cells passing quality filter;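 raw number of nuclei counted in each imaged well without normalization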
# NFkB transloc pot cell count 2 µM – recorded beside NFkB transloc pot, whose call it bears; cell count; measured here: cells passing quality filter
# Numbers without * were called inactive; u = inconclusive; x = no result given.
structure	MRP resist rev with doxorubicin	MRP resist rev cytotoxicity	IL1B NFkB inh	MRP resist rev	PLAP inhibition	Bcl-B TR3 displacers	IL1B NFkB inh cell count 2 µM	NFkB transloc pot	NFkB transloc pot cell count 2 µM
Cc1cccc(S(=O)(=O)Nc2cccc(-c3cn4ccsc4n3)c2)c1	x	x	3.5	x	-28.8%	-1.1%	208	-3.5	208
CCOC(=O)C(CCc1nnc(N)s1)C(=O)OCC	107.6	102.8	x	-4.9	-20.4%	-8.6%	x	x	x
CCCC(=O)Nc1ccc(NC(=O)c2cccs2)cn1	79.5	65.5	-6.5	-14.0	20.3%	3.9%	164	6.5	164
COc1ccc(C(=O)NCCNC(C)=O)cc1S(=O)(=O)NCc1ccc(Cl)cc1	101.1	89.6	-16.5	-11.5	-48.4%	-11.2%	112	16.5	112
CNC(=O)N(O)C1N(C)C(=O)N(CC(=O)OC)C1(C)C (configuration not stated)	87.2	96.8	-20.3	9.6	0.3%	2.6%	72	20.3	72
CCC(=O)Nc1ccc(NC(=O)c2cccc(OC)c2)nc1	86.1	90.9	-6.5	4.8	x	x	170	6.5	170
CC(=O)Nc1ccc(S(=O)(=O)N2CCN(c3cc(C)nc4ccccc34)CC2)cc1	82.6	89.8	-2.9	7.2	-59.7%	-4.4%	136	2.9	136
CCOC(=O)c1nn(-c2ccc(Cl)cc2)c2nc(Nc3ccccc3)cc(=O)n12	x	x	-1.7	x	-33.8%	-20.2%	145	1.7	145
O=S(=O)(c1cc(Cl)ccc1Cl)N1CC2CCCN2c2ccc(C(F)(F)F)cc21 (configuration not stated)	x	x	-3.9	x	8.1%	9.0%	125	3.9	125
COc1ccc(/C=C/C(=O)NCc2cn(C)nc2C)cc1COc1ccc(Cl)cc1Br	x	x	-13.5	x	8.4%	-21.0%	186	13.5	186
Cc1ccccc1NC(=O)Cn1nnc2c(cnn2-c2ccc(F)cc2)c1=O	x	x	-9.8	x	-6.7%	1.3%	122	9.8	122
CCc1nc(N)c(C#N)c(-c2cccnc2)c1C	110.4	105.9	-2.2	-4.5	-19.3%	-5.1%	88	2.2	88
Cc1cc(C(=O)CSc2nnc(-c3ccc(Cl)cc3)n2CC2CCCO2)c(C)n1C (configuration not stated)	x	x	-8.8	x	-14.0%	1.9%	111	8.8	111
CC(=O)N/C(=C/c1ccc2c(c1)OCO2)C(=O)NCCCO	x	x	-8.7	x	-3.6%	0.2%	182	8.7	182
CCOc1ncnc2c1oc1nc(CC(C)C)c3c(c12)CC(C)(C)OC3	91.0	85.9	-39.3	-5.1	-9.2%	-0.1%	68	39.3	68
Cc1ccc(S(=O)(=O)/N=C2/NC(=O)/C(=C/c3cccnc3)S2)cc1	x	x	8.4	x	-7.2%	-4.7%	152	-8.4	152
CCCCC(c1nnnn1Cc1ccco1)N1CCN(c2nc3ccccc3s2)CC1 (configuration not stated)	77.9	76.5	6.4	-1.3	-58.8%	-62.0%	129	-6.4	129
O=C(Nc1ccc(Cl)cc1)N1CCN(c2ccccc2)CC1	87.0	91.1	-42.3	4.0	x	x	108	u	x
CCC(Sc1nc(N)c(NC(=O)c2ccc(OC)c(OC)c2)c(=O)[nH]1)C(=O)OC (configuration not stated)	103.6	71.7	9.9	-31.9	-7.5%	5.2%	44	-9.9	44
COc1ccc(CN(C)CCc2ccccn2)cc1OC	88.6	92.7	-8.7	4.2	x	x	125	8.7	125
CC(C)(C)c1ccc2c(c1)N(CC(=O)O)C(=O)CO2	x	x	-12.6	x	-15.4%	-1.1%	80	12.6	80
O=C(NCc1ccc(OC(F)(F)F)cc1)C1CC(c2ccccc2[N+](=O)[O-])=NO1 (configuration not stated)	x	x	1.0	x	8.6%	1.0%	153	-1.0	153
Cc1ccc2c(c1)N(CCC(=O)NC1CC1)C(=O)C(C)O2 (configuration not stated)	90.7	88.0	2.1	-2.7	-12.8%	-2.0%	171	-2.1	171
CCn1c(Cc2ccc(OC)cc2)nnc1SCC(=O)NC1CCCCC1	81.4	96.5	x	15.2	12.1%	3.6%	x	x	x
Cc1ccccc1NC(=S)NNC(=O)c1ccoc1C	x	x	1.9	x	-113.4%	1.8%	199	-1.9	199

# Limited to PLAP inhibition, for 3 of the compounds above:
molecule	PLAP inhibition
Cc1cc(C(=O)CSc2nnc(-c3ccc(Cl)cc3)n2CC2CCCO2)c(C)n1C (configuration not stated)	-14.0%
CC(=O)N/C(=C/c1ccc2c(c1)OCO2)C(=O)NCCCO	-3.6%
CCOc1ncnc2c1oc1nc(CC(C)C)c3c(c12)CC(C)(C)OC3	-9.2%

# Remaining list, next part
structure	MRP resist rev with doxorubicin	MRP resist rev cytotoxicity	IL1B NFkB inh	MRP resist rev	PLAP inhibition	Bcl-B TR3 displacers	IL1B NFkB inh cell count 2 µM	NFkB transloc pot	NFkB transloc pot cell count 2 µM
CCOC(=O)C1CCN(CC(=O)Nc2c(C(=O)OC)[nH]c3cccc(C)c23)CC1	63.7	76.0	-6.2	12.3	-27.8%	-2.6%	90	6.2	90
CC(=O)c1c(N(C)C)ccnc1C(F)(F)F	89.6	91.9	x	2.2	6.1%	3.4%	x	x	x
N#Cc1c(NC(=O)Cn2cnc3ccccc3c2=O)oc(-c2ccccc2)c1-c1ccccc1	94.8	98.2	-8.5	3.4	-4.6%	3.5%	103	8.5	103
CCOc1ccc(/C(O)=C2/C(=O)C(=O)N(CCOCCO)C2c2ccc(F)cc2)cc1 (configuration not stated)	99.5	103.7	-2.5	4.2	-6.3%	17.6%	117	2.5	117
CC(C)N1CCC(=NNC(=O)c2ccc(Br)o2)CC1	x	x	-2.0	x	5.8%	4.4%	146	2.0	146
O=c1[nH][nH]c(C(F)(F)F)c1C=Nc1ccc(Cl)cc1	x	x	1.5	x	-2.9%	4.1%	91	-1.5	91
Cc1ccc(C2/C(=C(\O)c3ccc4c(c3)OCCO4)C(=O)C(=O)N2CCCN(C)C)o1 (configuration not stated)	90.6	87.5	6.4	-3.1	-34.7%	-3.7%	134	-6.4	134
C=CCn1c2ccccc2c2nnc(SCC(=O)NC(C(=O)OC)C(C)C)nc21 (configuration not stated)	66.6	57.3	-15.5	-9.3	-28.9%	0.4%	15	15.5	15
Cc1ccc(CNC(=O)c2ccc(Cn3nc(C)c(Cl)c3C)o2)cc1	90.8	96.1	-6.3	5.2	-38.7%	-9.8%	45	6.3	45
COc1ccccc1CNCc1cc(OC)c(OC)cc1OC	95.0	96.6	x	1.6	-10.9%	-10.9%	x	x	x
CCOc1ccc(C2N(c3cc(C)on3)C(=O)C3CCCN32)cc1OC (configuration not stated)	102.1	90.2	-11.3	-11.9	-35.5%	-0.2%	109	11.3	109
CCNC(=O)N1C(=O)C2(OCCO2)c2ccccc21	92.6	98.5	-2.8	5.8	-10.8%	-0.7%	196	2.8	196
CC(=O)Nc1ccc(S(=O)(=O)N2CCN(C(=O)N3CCOCC3)CC2)cc1	115.4	98.2	-11.1	-17.1	-2.3%	-7.0%	115	11.1	115
CCN(CC)CCNS(=O)(=O)c1ccc(Cl)cc1	88.2	93.6	-7.8	5.4	-3.4%	7.0%	114	7.8	114
CC(C)CNC(=S)NC(=O)c1ccc([N+](=O)[O-])cc1	x	x	12.0	x	5.7%	-12.7%	101	-12.0	101
CC(NC(=O)c1ccc(C(C)(C)C)cc1)C(=O)O (configuration not stated)	90.4	85.3	-1.6	-5.1	26.1%	-7.4%	203	1.6	203
COc1ccc2c(c1)C1NC(=S)N[C@@](C)(O2)C1C(=O)Nc1ccccc1 (some centres not stated)	x	x	-7.0	x	17.2%	-0.7%	170	7.0	170
COc1ccc(NC(=O)c2ccco2)cc1NC(=O)c1cccs1	87.5	95.8	1.3	8.3	18.2%	-2.1%	172	-1.3	172
CCc1ccc(-c2nn(-c3cc(Cl)ccc3[N+](=O)[O-])c(=O)c3ccccc23)cc1	x	x	2.6	x	-8.8%	-8.9%	122	-2.6	122
Cc1ccc(C(=O)N/N=C\c2cccn2C)cn1	98.5	100.2	-4.7	1.7	-2.3%	-11.1%	160	4.7	160
CC(NC(=O)Nc1ncccn1)(C(F)(F)F)C(F)(F)F	110.1	104.8	6.9	-5.3	1.0%	-3.3%	88	-6.9	88
COc1ccc(OC)c(NC(=O)CSc2ncnc3c2cnn3-c2ccccc2Cl)c1	64.0	48.4	1.1	-15.7	x	x	163	-1.1	163
O=S(=O)(c1cccc2c(S(=O)(=O)N3CCCC3)cccc12)N1CCCC1	88.5	95.9	-14.1	7.4	15.1%	0.0%	169	14.1	169
Cc1c(C)[n+](=O)c(-c2ccco2)c(C)n1[O-]	111.9	97.9	0.8	-14.0	-12.8%	5.1%	124	-0.8	124
COc1ccc(/C=C2\SC(=O)N(CCNC(=O)C3CC(=O)N(c4ccccc4)C3)C2=O)cc1 (configuration not stated)	x	x	4.4	x	-1.4%	-3.8%	126	-4.4	126
O=C(N/N=C/c1cccc(Oc2ccccc2)c1)c1ccccc1Br	x	x	-13.4	x	13.9%	-13.0%	147	13.4	147
COc1ccccc1NC(=O)Cn1c(=O)n2nc(C)nc2c2ccccc21	87.3	83.5	4.2	-3.8	-34.5%	-4.8%	185	-4.2	185
C=CCNc1nc(C)nc(OC)n1	96.6	93.8	-27.5	-2.8	-4.4%	12.4%	133	27.5	133
CC(=O)c1c(C(C)=O)c(C)n(C2CCCCC2)c1C	88.0	98.3	-10.1	10.3	x	x	138	10.1	138
CN(C)c1ccc(/C=N\NC(=S)SCN2C(=O)C3CCC(C)(C2=O)C3(C)C)cc1 (configuration not stated)	79.9	92.4	3.1	12.5	x	x	154	-3.1	154
CC1CN(c2nc(-c3ccc(Br)cc3)nnc2-c2ccccc2)CC(C)N1 (configuration not stated)	x	x	-25.1	x	-31.6%	2.7%	154	25.1	154
COc1ccc(C2C=C(c3ccc(Cl)cc3)Nc3nc(NC(C)=O)nn32)cc1 (configuration not stated)	89.4	91.6	-2.5	2.1	-86.7%	68.4%	129	2.5	129
Cc1ccc(NC(=O)CS(=O)CC(=O)N(c2ccccc2)C(C)C(=O)NC2CCCC2)cc1 (configuration not stated)	84.2	99.8	x	15.6	-59.3%	-2.1%	x	x	x
COc1ccc(C2N3CC4(C)CN2CC(C)(C3)C4O)cc1 (configuration not stated)	x	x	-7.4	x	-0.4%	-3.1%	74	7.4	74
O=C(COc1ccc(OCc2ccccc2)cc1)NC1CCOC1=O (configuration not stated)	89.7	102.9	-2.0	13.2	-7.4%	0.9%	165	2.0	165
COc1ccccc1NC(=O)CC1C(=O)Nc2c1c(=O)n(C)c(=O)n2C (configuration not stated)	100.5	67.1	-8.9	-33.5	-2.0%	-20.5%	199	8.9	199
CCCc1nc2oc3c(N4CCNCC4)ncnc3c2c2c1CCCC2	17.3	7.0	x	-10.3	-31.6%	6.5%	x	x	x
Cc1nnc(C)n1/N=C/c1ccc(C(C)C)cc1	82.8	105.6	12.3	22.8	-10.8%	-1.1%	91	-12.3	91
CN(CC(=O)Nc1ccc(F)c(Cl)c1)S(=O)(=O)c1cccc2nsnc12	72.2	85.7	10.4	13.5	x	x	103	-10.4	103
O=S(=O)(Nc1nccs1)c1ccc2c(c1)OCCO2	106.2	91.5	7.9	-14.8	-85.0%	2.7%	111	-7.9	111

# The list is partial; the hit share may differ from the screen's.
